# TCR CD3 inh – human TCR-CD3 binding inhibition. TAMRA-labeled TCR probe fluorescence, biochemical. inhibition, % at 9.4 µM. 360,000 tested, 0.37% active. AID 651800; in the data active means inhibition above about 19%;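 further: recombinant mutant TCR 2C K166C tagged with TAMRA read by polarization; 0% = receptor in buffer alone and 100% = receptor with positive control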
# UHRF1 MBD2 ctr – human UHRF1 methylated DNA binding inhibitors. Q96T88. UHRF1 binding to methylated oligo, TR-FRET. inhibition, % at 4.4 µM. 370,000 tested, 0.75% active. AID 687016; in the data active means inhibition above about 21%;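 further: UHRF1 SRA domain binding a hemimethylated CpG hairpin DNA probe; 0% = median of test compound wells and 100% = reference inhibitor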
# GC-A act – GC-A (human) enzyme activation; activation, % at 10 µM; AID 1671463; HEK293 GC-A cells, cGMP TR-FRET, EC30 ANP; 0% at EC30 ANP, 100% saturating ANP; 370,000 tested, 0.14% active; in the data active means activation above about 40%
# rCAG RNA binder – binds r(CAG) RNA repeats. r(CAG) RNA repeat, TO-PRO-1 dye displacement fluorescence. inhibition, % at 3 µM. 370,000 tested, 1.3% active. AID 651821;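 active means inhibition above the plate cutoff, the mean of all test compounds on that plate plus 3 SD, cut at about 35% in these data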;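 further: 0% = DMSO alone and 100% = 100 µM mitoxantrone as full dye displacement; higher means more dye released from RNA so lower well fluorescence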
# PRMT1 FP inh – PRMT1 (human) inhibition, primary screen | inhibition, % at 2.79 µM | 370,000 tested, 1.3% active | recombinant PRMT1, activity-based probe fluorescence polarization;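 active means inhibition above about 21% made by adding two undisclosed values, limit read from the data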
# NPR2 activator – GC-B (human) receptor activation; HEK293-GC-B cells, CNP EC30, cGMP TR-FRET; 0% at EC30 CNP, 100% saturating CNP; P20594; 370,000 tested, 0.11% active; activation, % at 10 µM;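 active means activation at 10 µM reaching about 35% in either raw or pattern-adjusted values, limit read from the data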
# MBD2 DNA inh – MBD2-methylated oligo binding inhibition | TR-FRET, MBD2 binding to methylated oligonucleotide | Q9UBB5 | 370,000 tested, 0.31% active | inhibition, % at 4.4 µM; in the data active means inhibition above about 13%
# HTRA1 inhibitor – inhibitors of human serine peptidase HTRA1; inhibition, % at 5.96 µM; AID 504803; 340,000 tested, 0.5% active; recombinant HTRA1, FP-rhodamine activity-based probe, fluorescence polarization; in the data active means inhibition above about 36%;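 further: 0% = enzyme with DMSO and 100% = wells lacking enzyme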
# Target sequence (Q92743 whole entry, looked up): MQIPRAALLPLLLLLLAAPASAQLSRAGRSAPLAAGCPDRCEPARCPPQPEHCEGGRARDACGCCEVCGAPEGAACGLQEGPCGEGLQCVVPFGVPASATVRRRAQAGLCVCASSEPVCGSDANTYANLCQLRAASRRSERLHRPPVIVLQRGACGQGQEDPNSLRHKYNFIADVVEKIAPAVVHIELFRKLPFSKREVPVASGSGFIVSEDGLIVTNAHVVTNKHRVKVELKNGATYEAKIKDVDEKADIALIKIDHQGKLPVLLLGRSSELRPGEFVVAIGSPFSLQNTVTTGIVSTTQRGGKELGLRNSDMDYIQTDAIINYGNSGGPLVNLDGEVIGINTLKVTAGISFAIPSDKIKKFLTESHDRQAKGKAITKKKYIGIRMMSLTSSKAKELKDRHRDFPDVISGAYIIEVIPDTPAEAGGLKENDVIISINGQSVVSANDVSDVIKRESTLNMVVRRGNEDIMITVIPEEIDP
# mABHD4 FP – inhibitors of mouse ABHD4. inhibition, % at 8.92 µM. 370,000 tested, 0.54% active. Q8VD66. purified mABHD4, FP-Rh probe fluorescence polarization;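 active means inhibition exceeding the mean over every tested compound plus 3 SD, cut at about 30% in these data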;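 further: 0% = plate median of compound wells and 100% = S159A mutant with DMSO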
# Target sequence (Q8VD66 whole entry, looked up): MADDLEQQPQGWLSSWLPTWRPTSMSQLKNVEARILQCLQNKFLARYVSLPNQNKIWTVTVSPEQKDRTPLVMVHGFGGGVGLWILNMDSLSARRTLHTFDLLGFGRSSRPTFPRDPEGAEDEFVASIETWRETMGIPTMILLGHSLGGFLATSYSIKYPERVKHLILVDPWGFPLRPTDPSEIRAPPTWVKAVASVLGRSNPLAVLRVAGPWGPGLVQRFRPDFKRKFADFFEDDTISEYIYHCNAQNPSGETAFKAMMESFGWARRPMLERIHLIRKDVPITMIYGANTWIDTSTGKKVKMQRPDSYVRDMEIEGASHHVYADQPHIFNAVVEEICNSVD
#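 system = mouse ABHD4 enzyme, wild type | medium = HEPES pH 7.0, NaCl, Pluronic buffer | also added = FP-Rh probe | incubation = Enzyme–compound pre-incubation 45 min, then probe 60 min, both 25 °C | technique = fluorescence polarization, excitation 525 nm, emission 598 nm, BODIPY TMR filters | controls = S159A mutant high control, sample median low control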
# SIAE primary – inhibitors of human sialic acid acetylesterase SIAE; inhibition, % at 9.66 µM; 370,000 tested, 0.69% active; Q9HAT2; SIAE FP-Rh probe binding, fluorescence polarization;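 active means inhibition above a cutoff: mean of compounds within the control limits plus 3 SD of those, cut at about 17% in these data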;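 further: 0% = plate median of compound wells and 100% = probe without SIAE protein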
# * hit, by the source's call; / = no result given.
SMILES,TCR CD3 inh,UHRF1 MBD2 ctr,GC-A act,rCAG RNA binder,PRMT1 FP inh,NPR2 activator,MBD2 DNA inh,HTRA1 inhibitor,mABHD4 FP,SIAE primary
CCSCCOC(=O)C1=C(C)NC2=C(C(=O)CCC2)C1c1coc2ccccc2c1=O (stereo not given),2,1,-10,-4,1,-8,1,-3,-2,3
COc1ccc(-n2c(Cc3cccn3C)nnc2SCC(=O)Nc2cccc(NC(C)=O)c2)cc1,-9,6,4,10,6,3,0,-3,0,-2
CCN(CC)CCNC(=O)c1cc2c(=O)n(C)c3ccccc3c2n1C,-1,11,2,9,-4,0,-2,4,-4,13
O=C(Nc1ccccc1C(=O)NCc1ccco1)c1ccco1,1,-3,0,2,4,2,2,-1,4,2
O=C(COC(=O)c1cc(Cl)cc(Cl)c1)NCc1ccco1,1,-1,-2,5,0,-4,-8,-9,0,-1
COc1ccc(C2=Cc3ccc(OC(C)=O)cc3OC2)cc1,-4,-2,6,4,-3,5,-6,3,0,2
O=C1/C(=C\c2ccccc2)CCc2c1[nH]c1ccccc21,-8,-2,4,7,1,-2,-6,-17,3,2
Cc1cc(OCC(=O)N(C)Cc2ccccc2)ccc1Cl,4,-1,0,-3,-5,-9,-2,-5,-3,-3
COc1ccccc1N(CC(=O)Nc1ccc(C(F)(F)F)cc1)S(C)(=O)=O,0,4,-1,-5,-2,-4,0,-6,-4,-1
CCc1ccccc1NC(=O)N1CCC(NC(=O)C(Cc2ccccc2)NC(C)=O)CC1 (stereo not given),0,4,-1,-6,2,9,-1,-5,0,2
O=C(O)CCNc1ccc(Cl)cc1,-11,1,0,2,-5,0,1,6,3,2
Cc1ccc(NC(=S)N2CCCC(c3nc4ccc(C)cc4[nH]3)C2)c(C)c1 (stereo not given),-3,-3,-4,-1,0,0,-3,-14,1,2
CCOC(=O)c1c(-c2ccc(C)o2)csc1NC(=O)CN1CCC(C(N)=O)CC1,-3,15,8,-1,14,7,4,-7,3,-3
CN(C)C(=S)N=Nc1[nH]c2ccccc2c1O,-3,-9,-1,-1,1,-5,-10,/,3,21*
Nc1nnc(/C=C/c2cccc([N+](=O)[O-])c2)s1,-4,-10,-1,1,-3,-4,-3,-3,1,4
C=CCNc1ncnc2c1ncn2[C@H]1CN(CCOC)C[C@@H](CO)O1,2,-1,-1,3,-5,8,-4,/,0,-3
COc1ccc(CCNC(=O)C2CC3Cn4c(nc5ccccc54)C3N2Cc2ccccc2)cc1 (stereo not given),0,1,-2,-8,-3,5,0,-5,3,3
Cc1cc2c(c(Sc3ccccc3)n1)C(=O)OC2,1,-2,-4,-3,-4,-1,2,1,-1,-8
CC(C)(C)C1CCC(=NOC(=O)c2ccc(F)cc2)CC1 (stereo not given),-3,-2,-3,-8,2,10,1,-5,1,1
CCOC(=O)c1c(C)nn(-c2ccc(NC(=O)/C=C/C(=O)O)cc2)c1C,-11,-2,0,-3,6,0,-4,2,1,14
O=C(CSc1n[nH]c(=O)[nH]c1=O)Nc1cccc(S(=O)(=O)N2CCOCC2)c1,0,4,-1,-1,-2,2,3,1,-18,-4
Cc1ccc(NC(=O)COc2cccc3ccccc23)c(O)c1,0,-1,5,10,3,-2,0,-3,-11,1
O=C(Nc1cc2c(cc1Cl)OCCO2)c1ccco1,-1,-2,2,-2,1,2,5,2,0,6
O=C(O)C(c1ccccc1)N1C(=O)c2cccc3cccc(c23)C1=O (stereo not given),2,-8,-6,8,-6,3,-5,0,-4,4
COc1cccc(/C=C2\SC(=O)NC2=O)c1OCc1ccc(C(=O)O)cc1,2,-2,-4,28,-1,3,-3,-5,-8,0
Cc1noc(C)c1/C=N/Nc1ccccn1,0,-4,5,2,1,5,1,10,4,0
Nc1ncc(Br)cc1S(=O)(=O)NCCC(=O)NCCc1ccccc1,-1,-1,0,-2,-2,1,3,3,-6,-1
Cc1oc2nc(SCC(=O)NCc3cccnc3)nc(N)c2c1C,4,2,3,1,-2,0,1,4,4,10
COc1ccc(Nc2cc(C)c3cc([N+](=O)[O-])ccc3n2)cc1,-5,-3,1,19,-1,0,-3,5,26,24*
N#C/C(=C\c1ccc(F)cc1)c1nc(-c2ccco2)cs1,8,1,-2,6,0,-6,1,-5,-1,-9
Cc1sc2ncnc(Sc3ccccc3C(=O)Nc3ccccc3Cl)c2c1C,0,1,-5,5,5,-4,2,0,2,-5
Cc1cccc(NC(=O)/C=C/c2ccc3c(c2)OCO3)n1,3,-6,4,0,0,-2,-7,-8,-5,-11
NC(Cc1ccc(F)cc1)c1csc(Nc2ccc(C(=O)c3ccccc3)cc2)n1 (stereo not given),3,1,-3,11,-3,-1,5,/,28,7
CC(=O)c1cccc(NC(=S)NC(=O)c2ccc(Cl)cc2)c1,-6,0,3,-2,-1,1,4,3,9,-7
COc1ccc(C)cc1NC(=O)CC1COc2ccccc2O1 (stereo not given),5,-1,1,-3,3,-2,3,-3,-1,5
CC(C)(C)C(=O)NC1CCCCN(Cc2cccc(Cl)c2)C1=O (stereo not given),/,-1,0,0,-2,4,-2,/,6,-2
COCCn1c(=NC(=O)CCS(=O)(=O)c2ccccc2)sc2c(OC)ccc(OC)c21,-1,-5,-1,1,0,-5,-4,-7,4,-10
COc1ccc(NC(=O)CN(C)C(=O)C23CC4CC(CC(C4)C2)C3)cc1,0,4,1,-9,2,1,2,-9,-9,3
O=C1NCCn2nc3ccccc3c21,7,0,1,3,-1,2,-3,-2,6,1
CCOC(=O)c1ccc2c(c1)C(=O)N(C1CCCCC1)C2=O,-1,5,-4,-4,-1,-9,5,1,-6,-8
O=C1OC(N2CCN(Cc3ccccc3)CC2)c2ccccc21 (stereo not given),1,0,-1,0,0,6,1,0,-1,-7
Cc1ccccc1C(=O)Nc1ccccc1-n1cccc1,-7,1,-3,1,0,-2,-3,1,-2,5
COc1ccc(-c2[nH]ncc2CN2CCC(OCc3cccnc3)CC2)c(F)c1,1,0,-2,-6,-1,-2,2,-2,6,-5
COc1ccc(CCNC(=O)c2cc3sccc3n2C)cc1OC,4,12,3,-1,1,5,-1,-6,-1,3
COc1ccc(NC(=O)c2cc(C3CCCCN3C(=O)OCC(C)C)on2)c(C)c1 (stereo not given),-4,-4,-1,6,0,0,1,/,0,3
CSc1cccc2sc(NC(=O)C3=COCCO3)nc12,-6,-1,-1,-2,5,3,4,-8,6,-8
CC1CCc2cc(F)ccc2N1C(=O)CN1C(=O)c2ccccc2C1=O (stereo not given),5,-1,-1,-9,-1,-2,4,0,10,0
CC(=O)Nc1ccc(S(=O)(=O)N[C@@H](C)C(=O)OCC(=O)Nc2ccc3c(c2)OCCO3)cc1,-2,1,-3,-1,-1,0,1,1,5,-3
COc1ccc(-c2nc(C#N)c(NCC3CCCO3)o2)cc1 (stereo not given),-3,2,-2,-2,-2,-1,-2,-10,-2,12
COc1ccc(OCc2cc(C(=O)N3CCC(OC)CC3)no2)c2ccccc12,-3,-4,1,5,2,-2,-5,-2,14,3
CC1CN(c2oc(-c3cccs3)nc2C#N)CC(C)O1 (stereo not given),0,2,-1,-1,0,-4,5,-4,1,9
COC1=CC(=O)OC(c2ccc(OC)cc2)C1 (stereo not given),1,1,1,2,-2,0,-2,-3,0,0
O=C(CSc1nnnn1-c1ccccc1)Nc1nsc(-c2ccc(Cl)cc2)n1,0,1,23,4,1,-1,0,-2,-4,-75
CC1Cc2ccccc2N1S(=O)(=O)c1cnc(Cl)c(Br)c1 (stereo not given),2,2,-18,4,-6,-18,-7,-2,-10,-12
COc1ccc(/C=C/C(=O)NC(=S)Nc2cc3oc4ccccc4c3cc2OC)cc1,4,6,0,5,-1,1,3,0,-2,-4
CC(=O)NC1C(=O)N=C(SCC(=O)Nc2ccc(C(F)(F)F)cc2Cl)NC1=O (stereo not given),7,-4,-1,-4,38*,-5,-5,0,-7,2
Fc1ccc(NC(=S)N2CCc3[nH]c4ccccc4c3C2)cc1,-4,-1,0,5,0,2,4,0,-8,2
CC(=O)Cc1nsc(NC(=O)c2cccc(F)c2)n1,7,-1,3,1,-3,1,-1,-1,-3,3
Cc1ccc(C(=O)NNC2=Nc3cc([N+](=O)[O-])ccc3OC2)cc1,2,-1,-5,-1,-1,-2,-9,4,-1,0
Cc1cc(Cl)ccc1NC(=O)CCC(=O)N/N=C/c1cccnc1,-5,-1,1,-3,4,0,-5,1,1,1
# Continuation.
SMILES,TCR CD3 inh,UHRF1 MBD2 ctr,GC-A act,rCAG RNA binder,PRMT1 FP inh,NPR2 activator,MBD2 DNA inh,HTRA1 inhibitor,mABHD4 FP,SIAE primary
O=C(CNC(=O)Cc1ccccc1)NCC(=O)OCc1ccccc1,3,1,1,-1,1,1,-1,2,-5,-3
Cc1ccc(C)c(S(=O)(=O)Nc2cc(C)on2)c1,3,-2,3,0,-1,0,-4,-1,-1,-1
Cc1ccc(SCc2cc(=O)n(C)[nH]2)cc1,-1,1,1,24,12,0,4,5,9,8
COc1cc(S(=O)(=O)Nc2ccncc2)ccc1F,0,-2,1,-2,0,5,1,1,-2,-2
CC(C)C[C@@H](CN1CCC[C@H]1CN1C(=O)C(=O)NC[C@@H]1Cc1ccc(O)cc1)N1C[C@H](Cc2ccccc2)N(CC2CCCCCC2)C(=O)C1=O,5,8,3,13,9,5,10,/,-5,-2
COc1ccc(OCc2nnc(SCC(=O)N3CCOCC3)o2)cc1,7,1,1,0,-2,1,-4,7,5,2
O=C(CSc1nnc(-c2ccncc2)o1)Nc1ccccc1Cl,1,-1,0,1,-2,3,-3,2,5,-1
O=C(CC1C(=O)NCCN1C(=O)c1ccccc1)Nc1cc(Cl)ccc1Cl (stereo not given),-8,2,-2,-1,4,-3,7,-2,-10,3
O=C(COC(=O)C1C2CC3OC(=O)C1C3C2)Nc1cccc(Cl)c1 (stereo not given),3,-3,0,1,-2,-4,3,4,-3,-13
O=C(/C=C/c1ccc(Br)cc1)NC1CCCCCC1,-1,0,5,2,1,9,0,-3,-1,5
CN(C)c1ccc(-c2ccnc3c2CC(C)(C(=O)Nc2ccc(Cl)cc2)O3)cc1 (stereo not given),-4,-1,-1,11,1,0,1,/,7,5
COC(=O)C(O)(CC(=O)c1ccc(OC)cc1)C(F)(F)F (stereo not given),6,1,-4,-2,-4,-7,-5,5,-3,5
COC(=O)Cn1c(CN2CCOCC2)nc2c1c(=O)n(C)c(=O)n2C,0,0,0,1,-9,4,1,-3,0,3
O=c1c2c(-c3ccc(Cl)cc3)csc2ncn1/N=C/c1cccc([N+](=O)[O-])c1O,30*,-1,-1,9,2,4,0,11,7,7

# Record cards, as listed above. Order of values: TCR CD3 inh | UHRF1 MBD2 ctr | GC-A act | rCAG RNA binder | PRMT1 FP inh | NPR2 activator | MBD2 DNA inh | HTRA1 inhibitor | mABHD4 FP | SIAE primary
# COc1cc(S(=O)(=O)Nc2ccncc2)ccc1F is listed with 0 | -2 | 1 | -2 | 0 | 5 | 1 | 1 | -2 | -2
# O=C(CNC(=O)Cc1ccccc1)NCC(=O)OCc1ccccc1 is listed with 3 | 1 | 1 | -1 | 1 | 1 | -1 | 2 | -5 | -3
# O=C(CC1C(=O)NCCN1C(=O)c1ccccc1)Nc1cc(Cl)ccc1Cl (stereo not given) is listed with -8 | 2 | -2 | -1 | 4 | -3 | 7 | -2 | -10 | 3
# O=c1c2c(-c3ccc(Cl)cc3)csc2ncn1/N=C/c1cccc([N+](=O)[O-])c1O is listed with 30* | -1 | -1 | 9 | 2 | 4 | 0 | 11 | 7 | 7
# COC(=O)Cn1c(CN2CCOCC2)nc2c1c(=O)n(C)c(=O)n2C is listed with 0 | 0 | 0 | 1 | -9 | 4 | 1 | -3 | 0 | 3

# High-throughput results (PubChem)

# This is a subset (hit frequency here may not be typical).
